Source: PubChem (Sanford-Burnham Center for Chemical Genomics)
SENP7 inh: SENP7 protease inhibitors, primary screen, biochemical, luminescence, uHTS | Sentrin-specific protease 7 (Homo sapiens), Q9BQF6 | recombinant SENP7, Z-RLRGG-aminoluciferin luminescence, 40 min | inhibition, % at 5 µM | 1.5% of 330,000 active | AID 434973, 2010;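 active means inhibition above about 50% at the single test dose, limit read from the data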;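 further: plate controls were DMSO with enzyme for no effect and no enzyme buffer wells for full effect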
SENP8 block-1: SENP8 protease inhibitors, primary screen, biochemical, luminescence; Sentrin-specific protease 8 (Homo sapiens), Q96LD8; purified SENP8, Z-RLRGG-aminoluciferin cleavage; inhibition, % at 10 µM; 1.2% of 330,000 active; AID 2540, 2010; in the data active means inhibition above about 50%
Target sequence (Q96LD8 whole entry, looked up): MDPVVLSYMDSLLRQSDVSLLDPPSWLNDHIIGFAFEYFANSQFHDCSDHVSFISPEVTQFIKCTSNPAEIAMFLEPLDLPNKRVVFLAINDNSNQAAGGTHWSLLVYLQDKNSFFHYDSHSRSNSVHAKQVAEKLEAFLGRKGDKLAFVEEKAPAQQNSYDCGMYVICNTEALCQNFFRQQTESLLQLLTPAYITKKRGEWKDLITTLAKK
HKDC1 inh: HKDC1 hexokinase inhibitors, primary screen, biochemical, fluorescence, uHTS. Q2TB90. recombinant HKDC1, G6PDH/diaphorase resazurin coupled fluorescence. inhibition, % at 20 µM. 0.16% of 340,000 active;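 active means inhibition above about 35% when tested at 20 µM, limit read from the data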;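 further: plate controls were DMSO wells with enzyme for no effect and DMSO wells lacking enzyme for full effect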
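Test system: recombinant HKDC1 (HK5) hexokinase enzyme, produced in-house; Amount: enzyme 5 µg/mL final; Buffer or medium: Tris pH 8.0 buffer with MgCl2, Tween-20, BSA, BME; Reagent: glucose and ATP substrates; Doses: 20 µM test compound, 1% DMSO; Incubation: 90 min reaction incubation at room temperature, dark; Detection: resorufin fluorescence at 613 nm.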
SENP6 inh: SENP6 protease inhibitors, primary screen, biochemical, luminescence, uHTS. 1.8% of 330,000 active. Recombinant SENP6 catalytic domain, aminoluciferin luminescence. Sentrin-specific protease 6 (Homo sapiens), Q9GZR1. inhibition, % at 10 µM;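 active means inhibition above about 50% at the single tested dose, limit read from the data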;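 further: plate controls were DMSO wells with enzyme for no effect and DMSO wells lacking enzyme for full effect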
Target sequence (Q9GZR1 628-1112 limits assumed): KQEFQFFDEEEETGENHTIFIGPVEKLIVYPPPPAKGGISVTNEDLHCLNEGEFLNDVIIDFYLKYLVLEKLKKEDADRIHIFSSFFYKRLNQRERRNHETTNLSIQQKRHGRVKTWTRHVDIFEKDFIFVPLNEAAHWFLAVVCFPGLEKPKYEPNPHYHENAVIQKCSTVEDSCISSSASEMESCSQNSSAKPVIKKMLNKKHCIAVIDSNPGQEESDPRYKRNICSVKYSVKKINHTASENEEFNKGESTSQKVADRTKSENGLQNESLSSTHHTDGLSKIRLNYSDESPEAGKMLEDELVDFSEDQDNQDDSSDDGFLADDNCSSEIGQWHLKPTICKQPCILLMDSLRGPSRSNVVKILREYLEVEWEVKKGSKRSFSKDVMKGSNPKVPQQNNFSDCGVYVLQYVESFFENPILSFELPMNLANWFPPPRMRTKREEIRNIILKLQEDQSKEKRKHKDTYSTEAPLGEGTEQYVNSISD
Apaf1 inhib: inhibitors of human Apaf-1 apoptosome, primary screen, biochemical, DEVD-Rh110 fluorescence, uHTS. AID 489030, 2010. 0.71% of 330,000 active. Apoptotic protease-activating factor 1 (Homo sapiens), O14727. reconstituted apoptosome caspase-3 activity. inhibition, % at 20 µM; active means inhibition of at least 40% at 20 µM;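 further: plate controls were DMSO wells for no effect and DEVD-CHO caspase inhibitor wells for full effect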
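Assay system: Apoptosome proteins | Medium: pH 7.5 Hepes buffer with CHAPS, BSA, DTT | Also added: Cytochrome c and DEVD-Rh110 substrate | Times: 30 min plus 50 min, RT | Detection: Rhodamine 110 fluorescence at Ex 480/Em 540 nm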
SENP8 block-2: human SENP8 protease inhibitors, primary screen, biochemical, fluorescence, Nedd8 protein substrate, uHTS. recombinant SENP8. inhibition, % at 20 µM. 0.64% of 360,000 active. AID 602440, 2012; in the data active means inhibition mostly above about 40%, no sharp cut-off; inactive means mostly below about 27%
PfG6PD inh: PfG6PD enzyme inhibitors, primary screen, biochemical, fluorescence intensity, uHTS; glucose-6-phosphate dehydrogenase-6-phosphogluconolactonase (Plasmodium falciparum 3D7); PfGluPho enzyme, NADPH resazurin-diaphorase fluorescence; inhibition, % at 20 µM; 0.78% of 350,000 active;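 active means inhibition reaching at least a set limit at 20 µM in the primary screen, cut at about 59% in these data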;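 further: 0% = DMSO wells with substrate and 100% = DMSO wells lacking glucose-6-phosphate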
SENP1 FRET inh: human SENP1 catalytic domain inhibitors, primary screen, biochemical, FRET, uHTS; Sentrin-specific protease 1 (Homo sapiens), Q9P0U3; recombinant SENP1 catalytic domain, CyPet-SUMO1-YPet FRET cleavage; inhibition, % at 10 µM; 0.21% of 360,000 active; AID 624204, 2012;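 active means inhibition at least 30% at 10 µM, raw YFP signal under a set limit, fluorescence ratio 0.5 to 1.5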;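 further: 0% = enzyme with DMSO and 100% = no enzyme wells; some results filed as inactive read as strong as hits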
Target sequence (Q9P0U3 419-644 limits assumed): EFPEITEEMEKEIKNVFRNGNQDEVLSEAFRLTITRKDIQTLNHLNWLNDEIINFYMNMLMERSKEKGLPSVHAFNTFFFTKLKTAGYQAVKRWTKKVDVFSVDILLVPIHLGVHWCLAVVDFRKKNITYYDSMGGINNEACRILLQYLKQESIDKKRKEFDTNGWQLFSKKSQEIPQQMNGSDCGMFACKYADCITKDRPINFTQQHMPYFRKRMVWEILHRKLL
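Test system: hSENP1 catalytic domain, recombinant; Amount: 20 pM final SENP1 enzyme; Medium: Tris pH 8 buffer plus EDTA, NaCl, BME, BSA, NP40, catalase; Schedule: 50 min enzyme reaction, room temperature, light-protected; Technique: FRET fluorescence in CFP and YFP emission channels; Controls: no-enzyme wells low, DMSO-plus-enzyme wells high control.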
NALP3 yeast inh: NALP3 inflammasome inhibitors in reconstituted yeast, primary screen, luminescence, uHTS | 0.39% of 330,000 active | Yeast reconstituted NLRP3/ASC/caspase-1, beta-gal luminescence, 24 h | inhibition, % at 10 µM | AID 2825, 2010;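 active means inhibition of 50% or more; inactive means inhibition below 50%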;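 further: plate controls were induced DMSO wells for no effect and uninduced yeast grown without galactose for full effect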
* marks the source's active call; other numbers are inactive results; i = inactive; · = no result given.

Structure	SENP7 inh	SENP8 block-1	HKDC1 inh	SENP6 inh	Apaf1 inhib	SENP8 block-2	PfG6PD inh	SENP1 FRET inh	NALP3 yeast inh
CC1(C)CC(NC(=O)COc2ccc([N+](=O)[O-])cc2)CC(C)(C)N1	2	12	-7	17	-11	8	5	1	-2
CCOc1ccccc1OCCCOc1ccc([N+](=O)[O-])cc1Cl	1	-2	-4	-12	15	26	22	2	26
Cc1cc(C)c(NC(=O)Cn2nnc(C(=O)NCc3ccc4c(c3)OCO4)c2N)c(C)c1	-4	0	-5	-3	-13	5	7	4	8
O=C(Nc1ccc(Cl)c(C(F)(F)F)c1)C1CCCN(S(=O)(=O)c2cnc[nH]2)C1 (stereo unspecified)	8	2	-5	-3	20	15	11	0	9
Cc1nc2ccccc2c2oc(C(=O)NCCN3CCCCC3C)cc12 (stereo unspecified)	-1	8	7	-6	5	-9	-12	-37	14
COc1ccc(/C=C(/NC(=O)c2ccc([N+](=O)[O-])cc2)C(=O)NCCCN(C)C)cc1	4	-3	-8	-10	-14	18	2	4	17
C=CCn1cnc2c(nnn2Cc2ccc(F)cc2)c1=O	-1	-5	-1	-40	-2	-3	-19	-1	23
CCOC(=O)CC(c1ccc(N)cc1)n1c(C)ccc1C (stereo unspecified)	1	-12	-2	0	1	-4	12	-2	10
C/C(=N\NC(=O)CC1N=C(Cc2ccccc2)NNC1=O)c1ccc(C)cc1 (stereo unspecified)	7	-4	1	-7	-4	-37	-9	-3	-5
O=C(CCSCCc1ccccn1)Nc1cccc([N+](=O)[O-])c1	8	-3	-10	2	0	6	18	1	11
CC[C@@]1(C(=O)OC)N[C@H](CN(C)C(=O)Nc2ccc(OC)cc2)[C@@H]2C(=O)N(Cc3ccccc3)C(=O)[C@@H]21	9	8	3	17	-1	20	-4	3	12
O=C(Nc1ccc(F)cc1)NC1CCN(Cc2c(F)cccc2Cl)CC1	0	-5	0	-7	5	13	-3	0	21
Fc1ccc(Cn2cccc2C2=NC(c3ccccc3)CO2)cc1 (stereo unspecified)	2	-5	-6	-15	14	-1	-3	3	16
CCOc1ccc(NC(=S)N2CCC(c3nc4ccccc4[nH]3)CC2)cc1	4	-1	5	-3	6	-8	0	7	15
CC1CCN(S(=O)(=O)c2ccc(C(=O)Nc3ccccn3)cc2)CC1	-5	-9	0	29	9	7	-9	1	13
CCC1CCCCN1CCCNC(=O)c1ccc2c(c1)NC(=O)CS2 (stereo unspecified)	-4	-2	-6	11	-2	2	-7	-10	17
Cc1ccc(C)c(C(=O)Nc2nc3ccccc3[nH]2)c1	-8	-16	-4	-26	1	10	26	0	1
Cc1ccccc1C(=O)N1CCC(C(=O)Nc2ccccc2N2CCCC2)CC1	-8	-10	0	-14	14	4	-2	-2	10
CCOC(=O)c1c(Cc2ccc(Cl)cc2)c[nH]c1C	-2	-6	6	23	-2	7	22	0	13
CC1=C(C(N)=O)C(c2ccncc2)n2nc(-c3ccccc3Cl)nc2N1 (stereo unspecified)	-4	7	1	-5	-9	-21	-7	-38	5
CC(C)CCN(C(=S)Nc1cccc(F)c1)C(C)c1cccs1 (stereo unspecified)	5	3	0	7	11	21	23	2	8
COc1ccc(C(=O)Nc2nnc(SCC(=O)NC3CCCC3)s2)c(OC)c1	63*	37	1	64*	1	-47	5	0	14
CC(CCc1ccccc1)NCC(O)c1ccc(O)c(C(N)=O)c1 (stereo unspecified)	4	4	1	-5	-8	-390	3	-1	11
O=C(COC(=O)c1ccc(Cl)nc1)NCCNC(=O)COC(=O)c1ccc(Cl)nc1	-5	5	-6	-7	-6	-4	10	3	30
Oc1c(Cl)cc(Cl)c(Cl)c1CN1CCOCC1	·	·	-2	·	·	10	-12	2	·
COc1ccc(C2C(C#N)C(C#N)N3CCCN23)cc1 (stereo unspecified)	-1	-7	-2	-12	-7	16	-22	0	8
COc1cc(OC)c2c(-c3ccccc3)cc(=O)oc2c1C(CCN1CCCC1)c1ccc2c(c1)OCO2 (stereo unspecified)	-4	-2	3	-6	49*	-53	-10	-2	4
CNC(=O)c1sc(-c2cccnc2)nc1C	12	-5	-3	-20	9	4	-2	0	5
O=C(O)c1ccccc1-c1cc2ccccc2[nH]1	-4	-13	-1	-17	-8	10	5	-1	16
O=[N+]([O-])c1ccccc1N/N=C/c1ccc2c(c1)OCO2	96*	82*	-4	34	5	26	10	2	5
N#Cc1c(SCc2ccc(Cl)cc2)sc(C(=O)c2ccccc2)c1N	-1	0	-3	8	7	-41	13	-11	19
CCc1cccc(CC)c1NC(=S)Nc1ccc2cn[nH]c2c1	5	4	-5	8	-4	-41	-5	-6	19
O=C(OCc1nnc(-c2ccccc2)o1)c1cn(-c2ccccc2)nc1-c1ccccc1	-5	4	-6	-2	10	19	18	-2	14
NCCCn1c(C(=O)c2cc(Cl)c(N)c(Cl)c2)c2ccccc2[n+]1[O-]	0	-4	3	-12	6	-44	31	1	36
CC(=O)Nc1ccc(S(=O)(=O)Nc2nc3ccccc3s2)cc1	-7	-10	1	-23	-7	23	-43	2	7
Cc1ccc(C(=O)NC2CCN(CC(=O)Nc3cccc([N+](=O)[O-])c3)CC2)cc1	2	-1	-2	-5	-2	15	-14	-1	5
Cc1occc1C(=O)Nc1ccccc1NC(=O)c1ccoc1C	8	4	0	-6	4	6	2	1	-11
Cc1nc2ccccc2n1CC(=O)c1ccccc1	1	2	-6	-11	-1	3	-8	2	11
O=C(N/N=C/C=C\c1ccccc1[N+](=O)[O-])c1cc(-c2ccccc2)nc2ccccc12	3	0	-7	5	25	14	-9	2	12
Cc1cc(=O)n2nc(-c3ccccc3)sc2n1	-5	-1	-3	7	10	-19	8	4	1
COc1cc(/C=N\N=C2/SC(CC(=O)O)C(=O)N2c2ccc(O)cc2)ccc1O (stereo unspecified)	-2	4	16	3	-22	-6	-2	-7	14
CC(=O)c1c2c3c(cccc3n(C)c1=O)C(=O)c1ccccc1-2	-9	-19	-4	-6	8	·	-5	·	4
O=C(CNCC1CCCO1)Nc1ccccc1N1CCCCCC1 (stereo unspecified)	8	8	2	6	10	3	4	0	-17
COc1ccc(S(=O)(=O)N2CCOCC2)cc1NC(=O)c1ccc(=O)[nH]c1	-3	1	-6	-9	3	0	-11	-1	-10
CN1CCN(c2nc3c(c(=O)n(C)c(=O)n3C)n2CCSc2nc3ccccc3s2)CC1	6	5	-5	2	-5	-9	-13	0	5
Cc1ccc(NC(=O)CSc2nnnn2C2CCCC2)cc1S(=O)(=O)N1CCOCC1	6	-4	-5	-1	-4	7	1	1	-6
CC(C)(C)OC(=O)N[C@@H](Cc1ccccc1)C(=O)N1CCC(C(=O)N[C@@H](CCC(N)=O)C(=O)O)CC1	-16	0	1	6	2	11	-8	-1	-4
COc1ccc(C2/C=C\CN(C(=O)C3CCCC3)[C@H](Cc3ccccc3)C(=O)N2Cc2ccc(F)cc2)cc1 (stereo partly specified)	-6	-5	-1	-14	20	14	7	-1	3
COCCN=c1scc(-c2ccc3c(c2)NC(=O)CO3)n1/N=C(\C)c1ccc(O)cc1	7	5	1	0	7	-21	-17	-16	4
O=C(CCN1CCN(Cc2ccccc2)CC1)NNC(=O)Nc1cccc(C(F)(F)F)c1	14	-7	-4	-19	2	-1	0	2	15
CCc1ccc(Cc2cnc(NC(=O)C3=NCCN3)s2)cc1	2	-3	-5	0	0	30	13	1	8
O=C(NN=Cc1cc(Br)c(O)c(Br)c1)c1ccccc1NS(=O)(=O)c1cccs1	-12	-7	10	2	18	i	43	-89	15
CC(C)CCN1CCN(Cc2cccn2-c2nccs2)CC1CCO (stereo unspecified)	8	-9	-5	-3	-16	2	-3	2	8
COc1ccc(CN(Cc2cc3cc(OC)c(OC)cc3[nH]c2=O)C(=O)NC2CCCCC2)cc1	-1	5	-4	8	8	-279	21	-3	10
CC(=O)N1CCN=C1SCc1ccccc1F	8	1	-2	-3	-4	1	10	6	1
COc1cc(Br)ccc1NC(=O)c1ccccc1-c1ccccc1C(=O)O	9	4	-2	-1	-9	21	-9	2	-5
CCN1CCN(CCCNC(=O)CNC(=O)c2nn(-c3ccc(OC)cc3)c(=O)c3ccccc23)CC1	-6	6	-5	-12	-3	-18	-11	2	34
O=C(O)C/C(=C\c1cc(Br)cs1)c1nc2ccccc2o1	3	3	7	-34	17	-324	8	0	7
Cc1sc(N)nc1-c1ccc(Oc2ccccc2)cc1	-7	-5	-1	19	19	-2	26	1	37
O=C(COC(=O)C1CCCC1)Nc1ncc(Cl)cc1Cl	5	-7	3	-4	8	-9	9	-10	8

(next part)
Structure	SENP7 inh	SENP8 block-1	HKDC1 inh	SENP6 inh	Apaf1 inhib	SENP8 block-2	PfG6PD inh	SENP1 FRET inh	NALP3 yeast inh
CN1CCN(C(c2ccc(C(F)(F)F)cc2)c2ccc3cccnc3c2O)CC1 (stereo unspecified)	-3	6	-21	-3	16	·	-2	·	19
COC(=O)c1ccc(C)c(NC(=O)C2CC(=O)N(C3CCCC(C)C3C)C2)c1 (stereo unspecified)	0	-7	2	-9	-6	11	3	2	11
CSc1cccc(NC(=O)CN(C)S(=O)(=O)c2ccc(C)cc2)c1	9	5	7	10	6	16	-3	4	13
N#Cc1c(-c2ccc(Cl)cc2)ccn2nc(C3CCCCC3)nc12	1	-2	-1	-20	15	-291	-6	17	-7
CC(=O)c1c(C)[nH]c(C(=O)OCc2cccc(C)c2)c1C	1	-3	1	5	8	11	12	0	26
CCNC(=S)N1CCN(CC(=O)Nc2ccc(Br)cc2)CC1	-3	6	-11	-1	-2	7	16	0	7
CCc1ccc(/C=C2\SC(=S)N(CCCC(=O)Nc3ccccc3C(=O)O)C2=O)cc1	4	-2	14	1	18	32	-21	5	20
Cc1[nH]nc2c1C(c1cn[nH]c1-c1ccc(F)cc1)C(C#N)=C(N)O2 (stereo unspecified)	9	-12	0	-9	0	0	-23	-4	22
COc1ccc(NC(=O)/C(C#N)=C/c2cccnc2)c(OC)c1	2	0	0	-3	21	18	-12	-6	22
